From PubChem
MEP2 TOR yeast = alters MEP2-GFP fluorescence in TOR pathway yeast screen. GFP response vs DMSO, % at 10 µM. AID 2016. 330,000 tested, 0.51% active. S. cerevisiae MEP2-GFP strain, flow cytometry GFP, 3 h; 100% = DMSO control level;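 active = GFP response versus DMSO above a set limit, roughly screen mean plus 3 SD, cut at about 180% in these data; inconclusive = fewer than 70 cells counted for a yeast strain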;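 note: median GFP fluorescence of the barcode-gated MEP2-GFP cells per well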
CIT2 TOR yeast = alters CIT2-GFP fluorescence in TOR pathway yeast screen. GFP response vs DMSO, % at 10 µM. 320,000 tested, 0.065% active. S. cerevisiae CIT2-GFP strain, flow cytometry, 3 h; 100 means same as DMSO wells. AID 2029;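 active = GFP response relative to DMSO above a set limit, near the screen mean plus 3 SD, cut at about 150% in these data; inconclusive = Fewer than 70 cells measured for a yeast strain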;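 note: ratio of well median GFP fluorescence to mean of DMSO wells on the plate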
CR mimetic SO = lowers age-related superoxide in aged yeast cells; S. cerevisiae aged cells, superoxide DHE fluorescence; active compounds read low; superoxide response (% of plate mean), % at 10 µM; 330,000 tested, 0.18% active;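 active = superoxide response under a set limit, about three screen SD below normal, cut at about 65% in these data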;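 note: yeast aged for seven days with compound at 30 °C before DHE staining; 100% = average MFI of all compound-treated wells on the plate with controls excluded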
LAP4 TOR yeast = yeast TOR pathway LAP4-GFP modulation. GFP response vs DMSO, % at 10 µM. S. cerevisiae LAP4-GFP multiplex, flow cytometry GFP, 3 h; median GFP as percent of DMSO wells. 320,000 tested, 0.34% active;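 active = GFP response vs DMSO above a set limit, about the screen mean plus 3 SD, cut at about 150% in these data; inconclusive = under 70 cell events counted for the yeast strain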
GRK2 aptamer HTS = blocks RNA aptamer binding to human GRK2; P25098; bead flow cytometry, FAM-aptamer displacement from GRK2; inhibition of aptamer binding, % at 10 µM; 330,000 tested, 0.59% active; AID 488847;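 active = inhibition of aptamer binding above 40%, roughly 3 SD of noise, on plates passing a quality check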;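 note: median bead fluorescence of bound FAM aptamer so fluorescent compounds give negative values; no value below 0 was filed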
Target sequence (P25098 whole entry, looked up): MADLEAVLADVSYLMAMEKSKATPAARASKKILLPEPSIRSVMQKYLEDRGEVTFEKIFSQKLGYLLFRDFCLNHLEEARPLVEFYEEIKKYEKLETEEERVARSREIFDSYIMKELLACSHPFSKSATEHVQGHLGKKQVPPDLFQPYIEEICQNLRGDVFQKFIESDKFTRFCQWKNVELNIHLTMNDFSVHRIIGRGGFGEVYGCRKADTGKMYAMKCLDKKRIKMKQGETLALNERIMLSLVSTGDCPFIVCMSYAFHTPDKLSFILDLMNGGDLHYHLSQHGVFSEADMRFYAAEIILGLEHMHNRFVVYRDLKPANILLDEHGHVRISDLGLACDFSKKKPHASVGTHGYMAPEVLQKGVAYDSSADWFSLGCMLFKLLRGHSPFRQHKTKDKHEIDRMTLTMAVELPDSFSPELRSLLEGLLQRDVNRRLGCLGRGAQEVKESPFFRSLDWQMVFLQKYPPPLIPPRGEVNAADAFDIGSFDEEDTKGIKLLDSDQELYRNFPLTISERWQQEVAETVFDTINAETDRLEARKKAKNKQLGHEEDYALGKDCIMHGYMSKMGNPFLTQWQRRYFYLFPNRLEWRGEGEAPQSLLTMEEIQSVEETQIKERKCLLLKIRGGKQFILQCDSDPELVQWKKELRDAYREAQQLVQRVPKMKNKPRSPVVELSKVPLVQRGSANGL
RPL19A-GFP yeast = yeast TOR pathway RPL19A-GFP modulation; S. cerevisiae RPL19A-GFP strain, flow cytometry, 3 h; active compounds read low; percent response vs DMSO, % at 10 µM; 330,000 tested, 0.3% active; AID 2025;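 active = percent response vs DMSO below 50%; inconclusive = fewer than 70 events counted for the yeast strain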;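 note: median channel GFP fluorescence of the barcoded RPL19A-GFP strain; ratio of sample median GFP to plate DMSO average so 100% = DMSO; lower means less RPL19A-GFP as with rapamycin TOR inhibition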
AGP1 TOR yeast = modulators of TOR pathway AGP1-GFP in S. cerevisiae | S. cerevisiae AGP1-GFP multiplex flow cytometry, 3 h; GFP as percent of DMSO wells | GFP response vs DMSO, % at 10 µM | 320,000 tested, 0.02% active;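 active = GFP response relative to DMSO above a set limit, near screen average plus 3 SD, cut at about 150% in these data; inconclusive = fewer than 70 cells counted for the yeast strain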;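 note: median GFP channel fluorescence of the gated AGP1 strain per well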
VLA-4 inh = inhibition in a human VLA-4 binding assay; inhibition, % (about 7 µM as worked out from the volumes in the protocol); VLA-4 expressing cells, ligand binding flow cytometry; 330,000 tested, 0.2% active; P13612; in the data active = inhibition above about 50%
* = called active by the depositor; ? = inconclusive; nt = no result given; [ ] = remark or other dose.

No. | SMILES | MEP2 TOR yeast | CIT2 TOR yeast | CR mimetic SO | LAP4 TOR yeast | GRK2 aptamer HTS | RPL19A-GFP yeast | AGP1 TOR yeast | VLA-4 inh
1 | Cc1ccc(NC(=O)COC(=O)C2CC2(Cl)Cl)cc1C (stereo unspecified) | 95 | 88 | 98 | 96 | 0 | 96 | 90 | -20
2 | CCOCC(=O)Nc1cc(S(=O)(=O)N2CCOCC2)ccc1N1CCCCC1 | 95 | 99 | 99 | 99 | 1 | 94 | 99 | -20
3 | O=C(NC1CCCCC1)C(c1ccc2ncccc2c1)N(Cc1cccs1)C(=O)c1cccs1 (stereo unspecified) | 94 | 88 | 91 | 89 | 0 | 91 | 88 | -8
4 | NC(=O)c1cc2ccccc2o/c1=N/NC(=O)c1cccc(Cl)c1 | 94 | 89 | 87 | nt | 2 | 89 | 95 | -3
5 | CCCc1nc2ccc(NC(C)=O)cc2c(=O)n1Cc1ccccc1Cl | 99 | 90 | 110 | 90 | 1 | 100 | 96 | 12
6 | CN(Cc1ccco1)C(=O)Cn1nc(-c2ccc(Cl)cc2)ccc1=O | 95 | 91 | 100 | 104 | 1 | 93 | 103 | 9
7 | COc1cc2c(cc1NC(=O)c1ccco1)CCCC2 | 95 | 87 | 96 | 105 | 0 | 94 | 93 | 29
8 | COc1cccc(NC(=O)C(c2ccccc2)N2CCNC(=O)C2)c1 (stereo unspecified) | 105 | 118 | 100 | 95 | 2 | 101 | 117 | 9
9 | Cc1ccc(OCC(=O)N(C)Cc2ccccc2)c([N+](=O)[O-])n1 | 94 | 80 | 104 | 114 | 1 | 97 | 78 | -12
10 | C#CCOc1ccc(C2C3=C(CCCC3=O)N(CC(=O)O)C3=C2C(=O)CCC3)cc1Br | 112 | 97 | 106 | 92 | 12 | 89 | 86 | 0
11 | COc1cc(S(=O)(=O)NCc2ccncc2)ccc1Br | 102 | 101 | 119 | 91 | 0 | 112 | 97 | 2
12 | COCCNC(=O)c1ccc(CS(=O)(=O)c2ccc(OC)cc2)o1 | 96 | 101 | 93 | 103 | 3 | 98 | 106 | -3
13 | CCOC(=O)C1CCN(c2ccc(C(N)=O)cc2[N+](=O)[O-])CC1 | 93 | 87 | 113 | 101 | 3 | 96 | 112 | 15
14 | CC(C)(C)c1ccc(OCCC(=O)Nc2cccc(S(=O)(=O)N3CCCC3)c2)cc1 | 104 | 91 | 104 | 101 | 0 | 92 | 96 | 5
15 | CC1CCN(CC(=O)n2c3c(c4ccccc42)CCCC3)CC1 | 103 | 100 | 96 | 98 | 0 | 98 | 107 | 3
16 | Cc1cc(=O)[nH]c(SCC(=O)Nc2ccc(Cl)cn2)n1 | 95 | 96 | 100 | 93 | 10 | 97 | 100 | -1
17 | CCC1=NN2C(=N)/C(=C/c3cc(C)n(-c4ccccc4)c3C)C(=O)N=C2S1 | 102 | 92 | 105 | 107 | 1 | 101 | 97 | 7
18 | COc1ccc(-n2c(O)c(C=NCC(c3ccco3)N3CCCC3)c3ccccc3c2=O)cc1OC (stereo unspecified) | 105 | 103 | 90 | 93 | 0 | 102 | 97 | 18
19 | Cc1cc(NC(=O)CSCC(=O)OCc2nnc(-c3ccccc3)o2)no1 | 100 | 99 | 90 | 102 | 0 | 100 | 97 | 1
20 | CC1(C)Cc2c(cnn2-c2ccc(F)cc2)C(NC(=O)C(C)(C)O)C1 (stereo unspecified) | 112 | 105 | 123 | 99 | 0 | 104 | 106 | 10
21 | CCOc1cc(C(C(=O)NCC2CCCO2)N(C(=O)Cn2nnc3ccccc32)c2ccc(OC)c(OC)c2)ccc1O (stereo unspecified) | 104 | 100 | 121 | 90 | 1 | 102 | 103 | 13
22 | Cc1ccc(C(=O)CC(C(=O)O)n2ccc(C)n2)cc1 (stereo unspecified) | 105 | 102 | 109 | 106 | 0 | 104 | 106 | 7
23 | Cn1cc(Cl)c(C(=O)N2CCN(c3ncccn3)CC2)n1 | 98 | 102 | 153 | 89 | 3 | 98 | 98 | -43
24 | Cc1ccc(OCCn2cc(C(=S)N3CCCC3)c3ccccc32)cc1C | 84 | 89 | 113 | 102 | 0 | 99 | 91 | -3
25 | COc1ccc(-c2noc(CN(C)C(=O)CCN3C(=O)[C@H]4CC=CC[C@H]4C3=O)n2)cc1 | 100 | 96 | 112 | 94 | 4 | 97 | 99 | 20
26 | Cn1c(/C(C#N)=C(\O)c2ccc(S(=O)(=O)N3CCCCC3)cc2)nc2ccccc21 | 98 | 104 | 105 | 99 | 1 | 96 | 99 | -1
27 | O=C(O)/C(=C\c1cccs1)Sc1nnc(-c2ccc(F)cc2)o1 | 106 | 100 | 107 | 97 | 0 | 102 | 101 | 11
28 | O=C(Nc1ccccc1N1CCOCC1)c1cccs1 | 101 | 92 | 110 | 106 | 0 | 100 | 97 | 3
29 | CC(=O)N1CCN(c2ccc(NC(=O)c3cccc(Cl)c3)cc2)CC1 | 102 | 102 | 103 | 102 | 3 | 101 | 101 | 16
30 | CC(=O)c1c(C)[nH]c(C(=O)COC(=O)c2cccc(S(=O)(=O)N(C)c3ccccc3)c2)c1C | 96 | 99 | 99 | 90 | 2 | 105 | 99 | 38

Molecules listed so far that contain two or more sulfur atoms, in the order listed:
No. | SMILES | MEP2 TOR yeast | CIT2 TOR yeast | CR mimetic SO | LAP4 TOR yeast | GRK2 aptamer HTS | RPL19A-GFP yeast | AGP1 TOR yeast | VLA-4 inh
3 | O=C(NC1CCCCC1)C(c1ccc2ncccc2c1)N(Cc1cccs1)C(=O)c1cccs1 (stereo unspecified) | 94 | 88 | 91 | 89 | 0 | 91 | 88 | -8
27 | O=C(O)/C(=C\c1cccs1)Sc1nnc(-c2ccc(F)cc2)o1 | 106 | 100 | 107 | 97 | 0 | 102 | 101 | 11

The list continues:
No. | SMILES | MEP2 TOR yeast | CIT2 TOR yeast | CR mimetic SO | LAP4 TOR yeast | GRK2 aptamer HTS | RPL19A-GFP yeast | AGP1 TOR yeast | VLA-4 inh
31 | O=C(CSc1ncn[nH]1)Nc1nc(-c2ccccc2)ns1 | 108 | 104 | 108 | 105 | 2 | 101 | 110 | 9
32 | Cc1cc(C)n2c(SCC(=O)NCc3ccco3)nnc2n1 | 97 | 98 | 125 | 101 | 0 | 98 | 101 | 3
33 | COc1c(C(=O)Nc2ccc(Br)cn2)ccc2ccccc12 | 110 | 102 | 88 | 91 | 0 | 108 | 91 | 3
34 | COc1ccc(C2CC(=O)c3cnc(N4CCN(Cc5ccccc5)CC4)nc3C2)cc1 (stereo unspecified) | 98 | 95 | 106 | 102 | 0 | 97 | 99 | 14
35 | CN1CCN(C(=O)c2ccccc2[N+](=O)[O-])CC1 | 109 | 113 | 114 | 91 | nt | 109 | 96 | -29
36 | Cc1nc(Cl)sc1C(=O)Nc1cccc(Cl)c1 | 112 | 105 | 101 | 96 | 0 | 107 | 102 | -2
37 | Cn1c(=O)c2c(nc(N/N=C/c3cccs3)n2Cc2ccccc2)n(C)c1=O | 102 | 98 | 90 | 95 | 0 | 102 | 102 | 2
38 | O=C(NCc1cccnc1)C1CCN(S(=O)(=O)c2cccs2)CC1 | 131[may fluoresce violet] | ? | 88 | 92[may fluoresce violet] | 0 | 76[may fluoresce violet] | 25[may fluoresce violet] | 0
39 | Cc1[nH]c2ccccc2c1CN1CCC(Cc2ccccc2)CC1 | 106 | 103 | 92 | 102 | 0 | 99 | 106 | 4
40 | Cc1ccc(N2CCN(CCCN3C(=O)C4CCCN4C3=O)CC2)cc1 (stereo unspecified) | 96 | 103 | 89 | 105 | 0 | 99 | 98 | 3
41 | COCc1[nH][nH]c(=O)c1C=Nc1ccccc1 | 98 | 104 | 91 | 102 | 0 | 98 | 105 | 14
42 | CN(c1ccc(C(=O)NCCSCc2ccccc2)cc1)S(=O)(=O)c1ccccc1 | 98 | 90 | 98 | 96 | 0 | 88 | 93 | 16
43 | O=C(COC(=O)CCc1ccc(S(=O)(=O)N2CCOCC2)cc1)NCc1ccccc1 | 97 | 106 | 101 | 93 | 0 | 106 | 98 | -7
44 | COc1cc(NC(=O)CCS(=O)(=O)c2ccc3c(c2)oc(=O)n3C)cc(OC)c1 | 89 | 96 | 83 | 92 | 0 | 92 | 86 | 10
45 | N#CC1=C(N)n2c(s/c(=C\c3cccs3)c2=O)=C(C#N)C1c1cccs1 (stereo unspecified) | 106 | 105 | 114 | 98 | 7 | 106 | 100 | -21
46 | O=C(NCCc1ccccc1)C1CCN(S(=O)(=O)c2cccc3nsnc23)CC1 | 105 | 91 | 102 | 100 | 3 | 108 | 105 | 12
47 | COc1ccc(-c2csc(NC(=O)C3CC(=O)N(Cc4ccccc4)C3)n2)cc1OC (stereo unspecified) | 100 | 105 | 103 | 99 | 2 | 93 | 104 | 12
48 | Cc1cccc(C)c1-n1c(SCC(=O)Nc2ccc(C(=O)O)cc2)nnc1-c1cccc(S(=O)(=O)N(C)C)c1 | 101 | 75 | 102 | 91 | 0 | 100 | 91 | 13
49 | O=C(Nc1nc2ccc(Oc3ccccc3)cc2s1)c1cc([N+](=O)[O-])ccc1N1CCOCC1 | 93 | 93 | 110 | 99 | 4 | 98 | 96 | -18
50 | CSc1ccc(/C=N/NC(=O)C[n+]2ccccc2)cc1 | 108 | 97 | 100 | 101 | 0 | 102 | 96 | 2
51 | COc1ccc(CNC(=O)C2CCCN(S(=O)(=O)c3ccc4c(c3)CCCN4C(C)=O)C2)cc1 (stereo unspecified) | 103 | 107 | 115 | 92 | 0 | 104 | 102 | -2
52 | O=C(COc1ccccc1Cl)OCC(=O)N1CCN(S(=O)(=O)c2ccccc2)CC1 | 108 | 109 | 89 | 97 | 3 | 99 | 100 | 6
53 | CCOC(=O)CC(NC(=O)c1cccs1)c1ccc(C)cc1 (stereo unspecified) | 91 | 106 | 99 | 100 | 0 | 101 | 104 | -7
54 | O=C(Nc1ccccc1)C1CCCN1S(=O)(=O)c1ccc(Br)cc1 (stereo unspecified) | 111[may fluoresce green] | 138[may fluoresce green] | 108 | 104[may fluoresce green] | 0 | 95[may fluoresce green] | 113[may fluoresce green] | 2
55 | OCC1CCCCN1C(=S)Nc1ccc(Cl)cc1Cl (stereo unspecified) | 104 | 93 | 93 | 100 | 0 | 110 | 113 | -1
56 | CCOC(=O)N1CCC(N(CCN(C)C)C(=S)Nc2ccccc2Cl)CC1 | 97 | 96 | 110 | 103 | 0 | 93 | 98 | 2
57 | O=C(c1cc(-c2cccc(O)c2)on1)N1CCN(C(c2ccccc2)c2ccccc2)CC1 | 105 | 105 | 103 | 98 | 2 | 101 | 101 | -4
58 | COc1ccc(S(=O)(=O)N(CC(=O)NCc2cccnc2)c2ccc(F)cc2)cc1OC | 105 | 104 | 91 | 96 | 1 | 106 | 106 | -8
59 | Cc1c(Cl)cccc1NC(=O)C1CC2CCC1C2 (stereo unspecified) | 96 | 87 | 95 | 104 | 0 | 91 | 96 | 19
60 | CCOC(=O)C1CCCN(C(=O)c2cc3cc(OC)c(OC)cc3[nH]2)C1 (stereo unspecified) | 106 | 99 | 97 | 91 | 0 | 104 | 96 | 4
61 | CCCn1c(O)c(N=Nc2ccc3ccccc3n2)c2ccccc21 | 99 | 87 | 110 | 106 | 6 | 104 | 96 | 17
62 | CC(CCN1CCN(CCO)CC1)c1ccccc1 (stereo unspecified) | 108 | 100 | 103 | 95 | 0 | 102 | 104 | -9
63 | CCC(C)Sc1nc2c(cnn2-c2ccc(F)cc2)c(=O)[nH]1 (stereo unspecified) | 103 | 92 | 96 | 106 | 12 | 98 | 90 | -1
64 | CCCCOc1[nH]c2nc(-c3ccco3)n(Cc3ccco3)c(=N)c2c1C#N | 104 | 95 | 109 | 107 | 26 | 105 | 102 | 0
